LYPLA1 inh = counter-screen for PME1 inhibitors: inhibitors of human LYPLA1. O75608. recombinant LYPLA1, FP-Rh probe fluorescence polarization. inhibition, % at 5.9 µM. 0.16% of 320,000 active. AID 2174;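 active = inhibition above the mean of all tested compounds plus 3 SD, set per campaign, cut at about 14% in these data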;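 also: inhibitors block serine hydrolase probe labeling of LYPLA1 so polarization falls; 0% = enzyme with DMSO and 100% = wells lacking LYPLA1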
EBNA-1 inhibitor = blocks EBNA-1 binding to DNA; EBNA-1 DNA binding, fluorescence polarization; inhibition, % at 14.8 µM; 0.34% of 300,000 active; AID 1950; in the data active = inhibition above about 28%
LYPLA2 inh = counter-screen for PME1 inhibitors: inhibitors of human LYPLA2; inhibition, % at 5.9 µM; 0.38% of 320,000 active; recombinant LYPLA2, FP-Rh probe fluorescence polarization; AID 2177;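 active = inhibition above the screen-wide mean plus 3 SD, limit set per campaign, cut at about 26% in these data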;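 also: 0% = LYPLA2 with DMSO and 100% = wells lacking LYPLA2 enzyme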
Target sequence (O95372 whole entry, looked up): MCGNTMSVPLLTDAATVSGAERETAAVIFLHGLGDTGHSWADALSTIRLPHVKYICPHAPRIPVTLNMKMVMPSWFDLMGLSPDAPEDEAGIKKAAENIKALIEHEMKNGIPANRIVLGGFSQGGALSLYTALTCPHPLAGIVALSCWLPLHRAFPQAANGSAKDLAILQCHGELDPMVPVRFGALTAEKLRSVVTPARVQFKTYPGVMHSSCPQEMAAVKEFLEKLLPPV
PREPL inhibitor = human PREPL enzyme inhibition; 0.68% of 320,000 active; recombinant PREPL, fluorescence polarization activity-based probe; Q4J6C6; inhibition, % at 5.96 µM; in the data active = inhibition above about 43%;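 also: 0% = enzyme with DMSO and 100% = wells lacking enzyme; many of its hits are not listed in these tables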
Target sequence (Q4J6C6 whole entry, looked up): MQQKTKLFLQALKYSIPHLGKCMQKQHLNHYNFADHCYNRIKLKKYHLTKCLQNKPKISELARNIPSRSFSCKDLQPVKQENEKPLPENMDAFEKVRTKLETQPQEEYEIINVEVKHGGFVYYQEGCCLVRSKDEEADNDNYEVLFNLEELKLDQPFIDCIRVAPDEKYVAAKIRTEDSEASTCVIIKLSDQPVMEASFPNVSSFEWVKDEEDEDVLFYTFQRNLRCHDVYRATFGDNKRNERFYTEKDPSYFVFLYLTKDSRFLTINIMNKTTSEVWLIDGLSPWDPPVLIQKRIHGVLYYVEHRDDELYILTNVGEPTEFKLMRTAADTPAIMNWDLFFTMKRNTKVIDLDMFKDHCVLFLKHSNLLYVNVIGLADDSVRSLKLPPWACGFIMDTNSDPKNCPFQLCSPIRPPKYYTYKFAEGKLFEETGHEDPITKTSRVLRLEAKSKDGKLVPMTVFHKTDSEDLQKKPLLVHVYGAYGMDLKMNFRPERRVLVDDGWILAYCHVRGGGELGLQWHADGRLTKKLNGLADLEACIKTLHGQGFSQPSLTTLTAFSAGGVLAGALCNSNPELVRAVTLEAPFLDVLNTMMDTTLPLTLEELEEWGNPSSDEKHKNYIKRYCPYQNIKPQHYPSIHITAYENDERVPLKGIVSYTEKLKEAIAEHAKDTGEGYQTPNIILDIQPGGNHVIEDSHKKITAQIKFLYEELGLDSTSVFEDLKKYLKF
PAFAH2 inh = PAFAH2 (human) inhibition; Q99487; recombinant PAFAH2, FP-rhodamine activity probe, fluorescence polarization; inhibition, % at 3.39 µM; 0.99% of 340,000 active; AID 492956;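 active = inhibition above the mean over all tested compounds plus 3 SD, cut at about 30% in these data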;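 also: inhibitors block probe labeling of enzyme so polarization drops; 0% = enzyme with DMSO and 100% = wells lacking PAFAH2 protein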
ZTA DNA inh = blocks Epstein-Barr virus ZTA, an EBNA-1 counter-screen; P03206; inhibition, % at 11 µM; 0.15% of 320,000 active; ZTA-DNA binding, fluorescence polarization; AID 2234; in the data active = inhibition above about 33%
PAFAH1B2 FP inh = inhibitors of human PAFAH1B2; P68402; recombinant PAFAH1B2, FP-rhodamine activity probe, fluorescence polarization; inhibition, % at 3.39 µM; 1.2% of 340,000 active; AID 492953;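 active = inhibition above the mean of all tested compounds plus 3 SD, cut at about 24% in these data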;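 also: 0% = enzyme with DMSO and 100% = wells lacking PAFAH1B2; many of its hits are not listed in these tables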
PAFAH1B3 FP inh = blocks human PAF acetylhydrolase 1B catalytic subunit 3; recombinant PAFAH1B3, FP-rhodamine probe, fluorescence polarization; inhibition, % at 3.39 µM; 0.28% of 340,000 active;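 active = inhibition above the screen-wide average of all tested compounds plus 3 SD, cut at about 25% in these data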;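 also: 0% = enzyme with DMSO only and 100% = wells lacking PAFAH1B3 protein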
pPAFAH FP inh = pPAFAH (human) enzyme inhibition; AID 463082; 1.5% of 330,000 active; recombinant pPAFAH, FP-rhodamine probe fluorescence polarization; inhibition, % at 3.39 µM;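 active = inhibition above the mean inhibition across the screen plus 3 SD, cut at about 25% in these data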;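 also: inhibitors block binding of the rhodamine activity-based probe so polarization drops; 0% = enzyme with DMSO and 100% = wells lacking pPAFAH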
Numbers without * were called inactive; / = no result given. These rows are one share of the data; rates above refer to the full screens.

SMILES	LYPLA1 inh	EBNA-1 inhibitor	LYPLA2 inh	PREPL inhibitor	PAFAH2 inh	ZTA DNA inh	PAFAH1B2 FP inh	PAFAH1B3 FP inh	pPAFAH FP inh
Cc1c(NC(=O)C(C)Oc2ccc(Br)cc2)c(=O)n(-c2ccccc2)n1C (centres undefined)	/	/	/	21	1	/	4	4	4
O=C1CCCN1S(=O)(=O)c1ccccc1	1	8	4	-5	3	-2	5	3	0
COc1ccc(S(=O)(=O)NCCOc2ccccc2)cc1F	3	11	11	-8	-5	11	2	3	-6
N#Cc1ccc(C(=O)Nc2cccc3ncccc23)c(F)c1	1	8	2	-5	-7	-32	1	7	-2
COCc1cc(C)nc(N2CCN(Cc3ccccc3)CC2)c1C#N	0	-9	0	-8	1	5	3	8	3
Cc1ccc(C(=O)NNC(=O)c2ccc(S(=O)(=O)N3CCOCC3)cc2)cc1	3	-10	5	7	-5	3	0	3	-1
CCOC(=O)c1csc(NC(=O)CN2CCOCC2)n1	-2	5	2	-2	-2	-3	4	2	5
Cc1ccc(CNC(=O)Cn2cncn2)cc1	1	-5	3	-11	2	-3	10	3	-1
Cn1cc(CCC(=O)N2CCCC(C(=O)c3cccc4ccccc34)C2)cn1 (centres undefined)	0	-12	0	-4	4	-12	5	6	1
O=C1C2C3c4ccccc4C(Br)(c4ccccc43)C2C(=O)N1c1ccccc1O (centres undefined)	-5	-3	-3	-8	-5	5	0	1	1
CCC(C)NC(=O)CCc1c(C)nc2nc(-c3cc(OC)cc(OC)c3)nn2c1C (centres undefined)	3	-7	9	1	4	-10	2	2	1
N#CC1(NC(=O)CN2C(=O)NC3(CCCCCC3)C2=O)CCCCC1	-2	/	-2	9	1	7	-3	-3	0
CCN(CC)C(=O)CSc1nnc2sc3ccccc3n12	0	6	6	-4	8	-4	-1	6	1
CC/C(O)=C1\C(=O)CC(C)(C)CC1=Nc1ccccc1C	-1	-3	3	10	4	-26	6	8	5
CC1CCN(c2c(NCC3CCC(C(=O)N4CCc5ccccc5C4)CC3)c(=O)c2=O)CC1 (centres undefined)	11	-12	15	39	5	-7	1	9	4
O=C(CCCN1C(=O)c2ccccc2C1=O)Oc1ccc(Cl)cc1	-3	16	-3	0	-5	4	0	0	12
CN1CCN(C(=S)NC(=O)c2ccc(S(=O)(=O)N3CCOCC3)cc2)CC1	2	2	4	5	-2	-4	3	3	4
COc1ccc(CCNC(=O)[C@@H](NC(=O)c2ccccc2F)C(C)C)cc1OC	0	9	2	3	-2	13	3	6	7
O=C(O)C1C2C=CC(O2)C1C(=O)NCCc1cccc(Cl)c1 (centres undefined)	-4	4	-7	-5	-2	-3	6	5	-3
Cc1ncc(CN2CCC(CO)(CCOc3ccccc3)CC2)s1	5	-2	4	0	0	14	0	0	-5
COc1ccc(-c2csc(C)n2)cc1Br	-1	-4	-3	-10	-2	3	3	3	-7
O=Cc1ccccc1Oc1ccccc1	4	5	4	1	4	-3	3	12	4
COc1cc(CCC(=O)OCc2ccccc2C#N)cc(OC)c1OC	-1	3	-4	0	0	9	1	0	7
O=C(CN(Cc1ccco1)C(=O)c1ccc(F)cc1F)Nc1ccccc1C(F)(F)F	-3	/	3	0	2	3	-1	3	1
CN(C)c1ccc(C(=O)OCC(=O)NCC2CCCO2)cc1 (centres undefined)	-3	0	3	1	62*	4	1	2	8

Entries of single compounds as entered above. Order of screens: LYPLA1 inh	EBNA-1 inhibitor	LYPLA2 inh	PREPL inhibitor	PAFAH2 inh	ZTA DNA inh	PAFAH1B2 FP inh	PAFAH1B3 FP inh	pPAFAH FP inh
Listed for `CC/C(O)=C1\C(=O)CC(C)(C)CC1=Nc1ccccc1C` : -1	-3	3	10	4	-26	6	8	5
Listed for `COc1ccc(-c2csc(C)n2)cc1Br` : -1	-4	-3	-10	-2	3	3	3	-7

Next results follow:
SMILES	LYPLA1 inh	EBNA-1 inhibitor	LYPLA2 inh	PREPL inhibitor	PAFAH2 inh	ZTA DNA inh	PAFAH1B2 FP inh	PAFAH1B3 FP inh	pPAFAH FP inh
O=C(O)c1ccccc1C(=O)NNc1ccc(Cl)cc1Cl	2	-6	-1	4	2	-10	6	8	7
COc1ccc(CCN(C)c2ccc(S(=O)(=O)N3CCCC3)cn2)cc1OC	1	-3	2	4	6	-5	1	8	-8
COc1ccc(NC(=O)COC(=O)[C@@H]2CCCN2C(=O)c2cccs2)cc1	2	0	6	5	-3	-19	6	1	1
COc1ccc(-c2nnn(-c3ccc(Cl)cc3Cl)c2N)cc1	-2	5	4	10	7	-5	3	5	2
CCOc1cc2[nH]c(=O)n(CCCCCC(=O)NC3CCCC3)c(=O)c2cc1OCC	-1	-4	7	1	-5	-14	-5	5	3
O=C(Nc1cc(S(=O)(=O)N2CCOCC2)ccc1OCC(F)(F)F)c1ccc(N2CCCC2=O)cc1	-12	3	1	3	-2	10	9	3	4
COc1ccc(C(=O)N(C)CC2CCN(CCc3cccc(C(F)(F)F)c3)CC2)cc1C	-2	2	0	9	-8	0	2	6	6
Cc1cccc(C(CC(=O)N2CCCCC2)c2ccccc2)c1O (centres undefined)	-6	-5	1	-5	-5	9	-1	8	1
Cc1nc2c(C)cccc2c2c1CCS2	-2	-10	-3	-11	4	-11	-2	3	1
COc1ccc(CNS(=O)(=O)c2ccc(-c3cc(C)no3)cc2)cc1	-1	-2	5	-22	13	5	4	3	4
Cn1nnnc1SCC(=O)Nc1ccccc1Cl	0	2	4	2	1	-14	6	11	4
Cc1cccc(C)c1NC(=O)CS(=O)CC(=O)NCC1OCCc2ccccc21 (centres undefined)	0	2	1	8	-2	-10	4	12	5
CCN(CC)C(=O)Cn1cc(C(=O)C(=O)NCCc2ccccc2)c2ccccc21	0	-7	-1	6	9	7	1	4	-1
Cc1cccc(NCc2nc3ccccc3n2C)c1	1	-4	0	13	6	-2	3	2	-2
COc1ccc(CCN2CC(C(=O)NCCN3CCCC3=O)CCC2=O)cc1 (centres undefined)	-2	9	-1	1	1	-19	0	18	2
CCCc1ccc2oc(C(=O)N3CCN(CCC(N)=O)CC3)c(C)c2c1	-2	-10	4	6	9	17	7	13	12
COc1ccc(NC(C)=O)c2nc(C)c(C)nc12	0	11	-2	20	-6	5	2	10	4
CC(=N/O)/C(=N\O)c1ccc(C)o1	4	12	5	-1	-1	8	-5	-5	5
CC(NCc1ccc2c(c1)OCO2)c1ccccc1 (centres undefined)	6	6	8	-5	5	-10	2	2	0
COc1cc(/C(C)=N\NC(N)=S)cc(OC)c1OC	4	5	2	8	-5	-11	-2	6	-3
CCOC(=O)c1cnc2c(-c3ccccc3)cnn2c1C	-3	-1	4	4	-1	-5	2	-11	0
CCC(C)n1cnc2c(c1=O)c1nc3ccccc3nc1n2Cc1ccccc1OC (centres undefined)	-3	3	-4	7	2	-2	3	0	-5
O=c1c([N+](=O)[O-])c(N2CCOCC2)c2ccccc2n1Cc1ccccc1	-1	14	1	-19	6	2	2	7	8
COc1ccc(NC(=O)c2cc3c(Cl)nc4ccccc4c3s2)c(OC)c1	3	-20	0	-11	5	-1	1	0	-2
CCOc1ccc(C2=C(C=Nc3c(C)n(C)n(-c4ccccc4)c3=O)C(c3ccc(F)cc3)c3ccccc3O2)cc1 (centres undefined)	4	-9	13	8	-1	25	0	-1	-2
(cont.)
SMILES	LYPLA1 inh	EBNA-1 inhibitor	LYPLA2 inh	PREPL inhibitor	PAFAH2 inh	ZTA DNA inh	PAFAH1B2 FP inh	PAFAH1B3 FP inh	pPAFAH FP inh
O=[N+]([O-])c1cccc(C2NCC(c3ccccc3Cl)c3c2[nH]c2ccccc32)c1 (centres undefined)	-9	3	-6	11	-3	-4	1	-1	3
O=C(NCC1CCCO1)C12CN(Cc3ccccc3)CC1C(c1cccc([N+](=O)[O-])c1)=NO2 (centres undefined)	-2	16	2	-1	4	17	5	-2	3
CCOc1ncccc1C(=O)Nc1cc(S(=O)(=O)N2CCOCC2)ccc1OCC(F)(F)F	/	/	/	10	1	/	1	-8	7
O=C(Cc1ccccc1)NC(NNc1ccccc1)(C(F)(F)F)C(F)(F)F	-2	-5	-1	1	13	-10	4	4	3
Cc1nn(CC(O)Cn2cnc3c2c(=O)n(C)c(=O)n3C)c(C)c1Br (centres undefined)	2	-1	-3	0	1	-1	5	4	2
Fc1ccccc1CSc1nnc(-c2cnccn2)n1Cc1ccco1	1	6	-1	1	0	9	7	-1	8
COc1ccc(C(=O)N2CCC(O)(c3ccc(Cl)cc3)CC2)cc1OC	1	-4	0	13	7	-4	4	9	0
O=C1CC(=C(c2ccccc2)c2ccccc2)C(=O)N1CCCCN1CCN(c2cccc(Cl)c2)CC1	-1	0	2	21	-2	10	0	2	2
CCCCN(C(=O)C1=COCCO1)c1c(N)n(Cc2ccccc2)c(=O)[nH]c1=O	0	6	2	0	-4	-7	3	8	-2
CN(Cc1ccccc1)C(=O)COC(=O)CN1C(=O)c2ccccc2C1=O	/	/	/	15	1	/	1	-1	-4
O=C(CSc1nc2ccccc2n1CCc1ccccc1)N1CCOCC1	-1	5	1	12	1	-7	-1	-3	-2
Cc1ccc(CN(C(=O)COc2ccc(Br)cc2)C2CCS(=O)(=O)C2)o1 (centres undefined)	1	9	5	31	1	21	6	3	10
COc1cc(/C=N/NC(=O)C(=O)NCc2ccco2)ccc1O	-7	-4	0	-4	5	-20	0	5	3
CCOC(=O)c1ccc(NC(=O)CCc2c(C)nc3ncnn3c2C)cc1	-2	3	2	0	-10	4	0	2	0
Cc1ccc2c(C)c(C(=O)NCc3ccc(S(N)(=O)=O)cc3)oc2c1	-2	2	-5	-2	9	-9	-2	2	-4
O=C(N1CCc2[nH]c3ccccc3c2C1)C(F)(F)F	4	-5	10	12	4	-12	0	0	3
NC(=O)COC(=O)c1ccccc1SCC(=O)NC1CCCCCC1	2	0	1	-3	61*	8	-2	1	4
COc1cc2cc(C(N)=O)c(N)nc2cc1OC	1	-10	1	8	0	-13	4	-1	0
O=C(Nc1ccc(Br)cn1)c1cccc2c1-c1ccccc1C2=O	-1	-8	2	4	-1	0	3	-2	2
COc1cc(OC)cc(C(=O)NCc2nc(-c3ccccc3)no2)c1	-1	2	5	-13	9	13	1	11	-1
CCOC(=O)c1c(C)[nH]c(C)c1C(=O)COC(=O)C1CCCN1S(=O)(=O)c1ccccc1F (centres undefined)	1	-3	-1	13	6	-11	0	-6	2
O=C(Nc1ccccc1C(=O)NCCCn1ccnc1)c1ccccc1	-1	11	1	-4	-3	10	3	8	2
Cc1ccc(CNC(=O)C2CCCN2C(=O)NCc2ccccc2)cc1 (centres undefined)	2	-11	1	0	-3	-13	3	11	4
Cc1ccc(C(=O)N2CCCCC2)cc1S(=O)(=O)N1CCCC1	4	-9	-4	14	1	-14	1	1	0
CCOC(=O)N1CCC(NC(=O)C2CCCN2C(=O)OCc2ccccc2)CC1 (centres undefined)	3	3	5	-4	-2	-9	-3	-3	3
COc1ccc(NC(=O)c2ccco2)cc1NC(=O)c1ccccc1F	-6	-2	-5	5	-5	13	5	-1	0
CNc1nc(-c2c[nH]c3ccccc23)cs1	0	9	3	7	5	31	-2	5	1
CCCCn1c(N)c(N(C)C(=O)C2CC(=O)N(Cc3ccco3)C2)c(=O)[nH]c1=O (centres undefined)	/	/	/	3	6	/	5	10	2
Cc1cc(C)c2c(N)c3ccccc3nc2n1	-1	-3	-1	3	-1	1	4	7	-6

As a working copy, part of the list above:
SMILES	LYPLA1 inh	EBNA-1 inhibitor	LYPLA2 inh	PREPL inhibitor	PAFAH2 inh	ZTA DNA inh	PAFAH1B2 FP inh	PAFAH1B3 FP inh	pPAFAH FP inh
O=[N+]([O-])c1cccc(C2NCC(c3ccccc3Cl)c3c2[nH]c2ccccc32)c1 (centres undefined)	-9	3	-6	11	-3	-4	1	-1	3
O=C(NCC1CCCO1)C12CN(Cc3ccccc3)CC1C(c1cccc([N+](=O)[O-])c1)=NO2 (centres undefined)	-2	16	2	-1	4	17	5	-2	3

Screening results as filed in PubChem.
